CHOP UPR activ – apoptotic UPR (CHOP) activation; AID 449763; activation, % at 10 µM; CHO-CHOP luciferase reporter, luminescence; percent of tunicamycin response over DMSO baseline; hit rate 0.34% among 330,000;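 active = at 10 µM dose, activation of 40% or more, normalized to positive control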;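 note: 100% = tunicamycin at 10 µg/mL and 0% = DMSO alone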
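Dosing – one dose, 10 µM in 0.5% DMSO · System – CHO-CHOP cells, stable luciferase reporter of PERK-eIF2a-CHOP signalling · Input – 500 cells/well · Control set – tunicamycin 10 µg/mL final as positive, DMSO-only wells as negative · Timing – 6 h compound treatment, 37 °C · Measure – % activation vs tunicamycin · Technique – luminescence read with Steady-Glo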
tim23-1 inh – growth inhibitors of tim23-1 mutant yeast. S. cerevisiae tim23-1 growth, BacTiter-Glo luminescence, 24 h. inhibition, % at 20 µM. hit rate 1.3% among 330,000;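 active = growth inhibition of the mutant yeast at or above 50%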;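 note: temperature-sensitive mutant grown at 25 °C; plate controls were DMSO-treated mutant yeast for no effect and medium wells lacking yeast for full effect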
Mdm2-MdmX inh – disrupts the human Mdm2-MdmX interaction. hit rate 3% among 330,000. SaOS-2 split-luciferase Mdm2/MdmX complementation, luminescence. O15151+Q00987. inhibition, % at 8 µM;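 active = inhibition of at least 50% at 8 µM in the primary screen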
UPR XBP1 act – adaptive UPR (XBP1) activation | CHO-XBP1 luciferase reporter, IRE1-XBP1 UPR activation, luminescence; percent of tunicamycin response, DMSO as zero | activation, % at 20 µM | hit rate 0.33% among 330,000 | AID 463104;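 active = versus positive control, 20 µM dose yields 30% or more activation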;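 note: 100% = tunicamycin at 10 µg/mL and 0% = DMSO only wells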
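assay system = CHO-XBP1 luciferase reporter cells | amount = 1000 cells/well | buffer or medium = F12 plus 10% FBS | compound dosing = single point, 20 µM final compound, 1% DMSO | incubation = 16-18 h cell attachment at 37 °C, then 6 h compound exposure | detection = Steady-Glo luminescence read | controls = tunicamycin 10 µg/mL and vehicle-only wells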
APJ antag – blocks the human apelin receptor APJ; hit rate 0.32% among 330,000; CHO-K1 APJ beta-arrestin complementation, luminescence; inhibition, % at 20 µM; AID 2521;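 active = inhibition above about 40% at 20 µM, limit read from the data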;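 note: cells challenged with 10 nM apelin-13 agonist together with compound; plate controls were apelin-13 plus DMSO wells for no effect and DMSO wells lacking apelin-13 for full effect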
Target sequence (P35414 whole entry, looked up): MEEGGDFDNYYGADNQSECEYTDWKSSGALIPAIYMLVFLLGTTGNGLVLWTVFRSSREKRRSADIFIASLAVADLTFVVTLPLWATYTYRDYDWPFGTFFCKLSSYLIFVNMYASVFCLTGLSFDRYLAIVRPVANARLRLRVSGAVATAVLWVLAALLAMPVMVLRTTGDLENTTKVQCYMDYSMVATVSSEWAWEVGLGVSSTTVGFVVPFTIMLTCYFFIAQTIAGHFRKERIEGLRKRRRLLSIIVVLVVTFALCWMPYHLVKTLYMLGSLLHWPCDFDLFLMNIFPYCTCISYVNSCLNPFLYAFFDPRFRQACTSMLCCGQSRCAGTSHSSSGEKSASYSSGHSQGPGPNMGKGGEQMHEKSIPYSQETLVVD
CCR6 antag – CCR6 (human) receptor antagonism; P51684; CHO-K1 CCR6 PathHunter beta-arrestin, luminescence, CCL20-stimulated; inhibition, % at 20 µM; hit rate 0.49% among 340,000;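 active = compounds whose inhibition of the agonist-driven luminescence signal at 20 µM reaches about 50%, limit read from the data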;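 note: cells stimulated with CCL20 at 14 nM final; plate controls were DMSO with CCL20 for no effect and DMSO without agonist for full effect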
APJ ag – APJ receptor agonism; P35414; CHO-K1 APJ PathHunter beta-arrestin, luminescence; 0% DMSO wells, 100% apelin; activation, % at 20 µM; hit rate 0.11% among 330,000; AID 2520;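 active = activation more than six SD over the plate average, tested at 20 µM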;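 note: 0% = DMSO alone and 100% = apelin-13 at 10 nM; some results filed as inactive read as strong as hits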
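Assay system: CHO-K1 cells stably expressing ProLink-tagged human APJ and arrestin–beta-gal acceptor. Compound dosing: 20 µM single point, 1% DMSO. Times: 16-18 h seeding, 90 min dark compound exposure, 60 min detection. Detection: beta-gal luminescence. Evaluation: APJ–arrestin association signal. Controls: negative DMSO alone, positive Apelin-13 at 10 nM.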
EBI2 block – blocks human EBI2 receptor beta-arrestin signaling. inhibition, % at 5 µM. EBI2 beta-arrestin recruitment, luminescence, 7a,25-OHC stimulated. hit rate 0.81% among 360,000. P32249; in the data active = inhibition above about 38%;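 note: enzyme fragment complementation signal reports receptor beta-arrestin coupling in cells; 0% = agonist plus DMSO wells and 100% = wells without agonist; some results beyond the cut were filed as inactive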
CXCR6 inh – CXCR6 (human) receptor inhibition | CHO-K1 PathHunter CXCR6 beta-arrestin, luminescence | inhibition, % at 20 µM | hit rate 0.36% among 360,000 | AID 602244; in the data active = inhibition above about 34%, passing the limit was not always enough;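 note: antagonist mode with CXCL16 agonist at 10 nM final; 0% = 10 nM CXCL16 with DMSO and 100% = unstimulated wells without agonist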
Target sequence (O00574 whole entry, looked up): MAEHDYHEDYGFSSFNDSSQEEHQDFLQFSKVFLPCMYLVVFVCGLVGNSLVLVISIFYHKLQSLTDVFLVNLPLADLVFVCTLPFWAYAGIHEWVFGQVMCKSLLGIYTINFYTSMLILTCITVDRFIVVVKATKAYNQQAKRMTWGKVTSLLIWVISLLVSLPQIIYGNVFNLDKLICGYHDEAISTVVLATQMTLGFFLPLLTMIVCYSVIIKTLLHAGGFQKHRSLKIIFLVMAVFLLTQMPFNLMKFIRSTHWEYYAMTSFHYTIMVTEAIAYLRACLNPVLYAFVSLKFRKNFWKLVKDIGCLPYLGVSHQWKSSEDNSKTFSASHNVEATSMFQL
An asterisk follows results filed as active; nt = no result given; & = joins results of further samples. The list is partial; count on the stated rates, not on these rows.

SMILES	CHOP UPR activ	tim23-1 inh	Mdm2-MdmX inh	UPR XBP1 act	APJ antag	CCR6 antag	APJ ag	EBI2 block	CXCR6 inh
C[C@@H]1C[C@H]2[C@@H]3C[C@H](F)C4=CC(=O)C=C[C@]4(C)[C@@]3(Cl)[C@@H](O)C[C@]2(C)[C@H]1C(=O)COC(=O)C(C)(C)C	0.8	-4	40	-5	-32	-3	25	-5	-15
COC(=O)c1ccc(COc2cc(C)ccc2C)o1	4.6	-1	6	4	8	8	-2	3	6
CCc1ccc(OCC(=O)OCC(=O)NCCNC(=O)COC(=O)COc2ccc(CC)cc2)cc1	-0.4	-2	9	0	0	-3	-1	6	0
COc1ccc(NC(=O)C2CC2)cc1-n1cnnn1	1.6	16	15	1	14	-6	-5	-2	-1
C/C=C(\C)C(=O)Nc1cccc(C2=NOC3(C2)C[C@@H](C(N)=O)N(C(=O)c2cc([N+](=O)[O-])cc([N+](=O)[O-])c2C)C3)c1 (stereo partly specified)	-0.7	-2	4	0	-24	-10	21	-19	-17
Cc1noc(NS(=O)(=O)c2ccc(NC(=O)C34CCC(CC3)C4)cc2)c1C	-1.4	17	-5	1	2	-27	1	5	0
CCOC(=O)C1=CN(Cc2ccco2)S(=O)(=O)N(C)C1c1cccc(OC)c1 (stereo unspecified)	3.7	40	16	1	nt	21	nt	4	-3
N#C/C(=C\c1ccc(O)c(O)c1)C(=O)c1ccc(O)c(O)c1	-2.6	-2	1	-8	43*	54*	-7	3	27
COc1ccc(C2=NOC(C(=O)Nc3cccnc3)C2)cc1OC (stereo unspecified)	-1.4	3	1	0	1	1	-4	-6	-6
O=C(CSc1n[nH]c(=O)n1Cc1ccccc1)Nc1ccc(F)c(F)c1F	0.8	1	15	0	18	19	-4	1	9
Cc1ccc(CN2C(=O)CCC2C(=O)NCCN2CCN(c3cccc(Cl)c3)CC2)cc1 (stereo unspecified)	-0.5	-2	-24	-3	3	17	-7	-9	8
CC(C)CC(=O)Nc1c2c(nn1-c1cccc(Cl)c1)CS(=O)(=O)C2	2.5	-1	-31	-2	-5	13	-3	-1	9
O=C(Nc1cc(Cl)ccc1N1CCCC1)C1=NN(c2ccccc2)C(=O)CC1	5.2	10	33	-4	14	13	-4	32	-1
c1ccc(CSC2=NNC(c3ccccn3)S2)cc1 (stereo unspecified)	240*	24	41	10	35	25	-6	24	7
Cc1ccc(/C(=N\O)c2oc3c(C)c4oc(=O)cc(C)c4cc3c2C)cc1	6.2	22	74*	19	5	29	-1	16	13
CCCc1cc(-c2ccc3c(c2)COc2c4ccccc4nn2-3)on1	3.0	14	-111	-3	9	6	4	12	-6
CN(C)C(=S)Oc1ccccc1-c1ccccc1OC(=S)N(C)C	-2.5	23	7	-2	-15	18	8	5	-3
COc1ccc(S(=O)(=O)Nc2ccc(Cl)cn2)c(C)c1C	-2.6	11	-8	0	11	-7	-2	-3	1
Cc1ccc(S(=O)(=O)N(C)c2cc(S(=O)(=O)N3CCOCC3)c(C)cc2C)cc1	2.1	18	-6	1	1	5	0	-10	5
O=C(Nc1ccccc1)Nc1cccc(-c2cn3cccnc3n2)c1	2.1	-11	-28	0	-19	-13	6	-12	-10
COc1cc([C@@H]2[C@H]3CN(C)CC=C3C(C#N)=C(N)C2(C#N)C#N)cc2c1OCO2	-0.6	-13	-5	0	4	16&11	-6	6&7	5&2
CCNc1nc(NC(C)C)nc(NS(=O)(=O)c2ccc(N)cc2)n1	-1.4	-2	12	1	10	2	-1	-5	-3
O=C(NCC(=O)N(c1cccc(F)c1)C(C(=O)NC1CCCC1)c1ccco1)c1ccco1 (stereo unspecified)	-0.7	10	17	1	3	3	-5	-2	-2
Cc1ccc(P(=O)(O)c2ccc(C)cc2)cc1	-1.6	-5	-11	-2	3	3	2	-1	3
Brc1ccc(/C=N/n2cnnc2)s1	-0.7	3	5	-1	5	-1	-1	-6	6
CC/C(=C/c1sc2ccc(C)cc2[n+]1CCO)SC	-0.7	3	-24	0	4	4	-4	1	2
CCN1CCN(C(CNS(=O)(=O)c2ccc(Cl)cc2)c2cccnc2)CC1 (stereo unspecified)	-2.7	9	-16	-5	-3	7	3	-3	2
CCCNC(=O)c1cc(S(=O)(=O)N2CCc3ccccc32)ccc1F	0.4	6	4	-2	17	-9	0	4	4
CC(C(=O)Nc1ccccc1-c1ccccc1)N1CCOCC1 (stereo unspecified)	-0.7	8	23	0	21	13	-3	1	8
COCCn1c(-c2ccc(OC)c(OC)c2)nc2ccccc21	1.7	5	5	-2	0	6	-3	-6	-13
COc1ccc(/C=C/C(=O)Nc2cc(C(F)(F)F)ccc2Cl)cc1	-1.2	10	20	0	-9	14	-6	26	-5
COCCNC(=S)NC1CC2CCCC(C1)N2Cc1cccs1 (stereo unspecified)	1.4	15	1	-4	-14	5	0	-5	-10
O=C(CN1CCN(C(=O)c2ccco2)CC1)Nc1cc(Cl)ccc1Cl	-1.1	8	5	0	1	7	-3	-1	1
O=C(CCN1CCN(c2ccccc2)CC1)Nc1ccc(OCc2ccccc2)cc1	0.1	-12	48	-3	19	5	-3	-5	9
CCOc1ccccc1OCCCC(=O)N(CC)CC(=O)Nc1ccc(NC(C)=O)cc1	0.8	9	23	-1	13	10	-4	6	1
CCOC(=O)N1CCN(Cc2nc3cc(NC(=O)CC(C)C)ccc3n2CC)CC1	-0.9	23	31	-2	2	-20	-4	1	2
CCCOC(=O)C1[C@H]2C(=O)N(C(C)c3ccc(OC)cc3)C[C@]23C=C[C@H]1O3 (stereo partly specified)	-0.4	4	15	-2	0	0	-5	-1	-3
Nc1nnc(SCc2ccc(F)cc2Cl)s1	1.4	-6	-25	0	-16	2	-4	-7	1
COc1cc2c(cc1OC)C(c1ccccc1O)N(C1CC(=O)N(c3ccccc3)C1=O)CC2 (stereo unspecified)	0.5	24	14	1	4	-10	-4	-1	5
COc1ccc(N2CCCn3c2nc2c3c(=O)n(Cc3ccc(C)cc3)c(=O)n2C)c(OC)c1	0.5	24	15	1	-17	18	2	10	3
O=C(CCCN1C(=O)/C(=C\c2cccs2)SC1=S)Nc1ccc(C(=O)O)cc1	1.8	9	6	-4	18	17	-3	-1	12
O=C(NCCc1ccccc1)c1ccc(CS(=O)(=O)c2ccc(Br)cc2)o1	3.8	19	8	-6	1	26	-1	13	3
CCOc1cc(C(=O)NCCN2CCOCC2)cc(OCC)c1OCC	-2.3	4	-1	-7	-21	1	-3	-11	0
Cc1[nH]nc(SCC(=O)NCCc2ccccc2)c1[N+](=O)[O-]	1.3	-15	8	-1	4	4	-3	0	-2
CCc1ccccc1NC(=S)/N=C(\N)Nc1nc(C)c2cc(C)ccc2n1	-1.0	43	67*	1	9	15	-2	-3	10
COc1ccccc1CNC(=O)COC(=O)CNS(=O)(=O)c1ccc(NC(C)=O)cc1	-1.6	-3	-16	-2	-55	5	-1	-4	4
Cc1nn(C(=O)N2CCCCC2)c(C)c1CN1C(=O)c2ccccc2C1=O	0.2	12	9	2	14	8	7	-7	-2
COc1ccc(CNC(=O)COC(=O)c2ccccc2OCC(=O)Nc2ccc(SC(F)F)cc2)cc1	0.7	-8	99*	-1	-20	-3	-2	-2	3
O=C(O)CSCc1nc2cccnc2n1C1CCCCC1	-1.7	10	-8	-8	-6	-1	0	-7	1
COc1ccc([N+](=O)[O-])cc1NC(=O)CS(=O)(=O)c1ccc(C)cc1	0.3	4	9	-2	2	7	-6	-1	-2

New compounds follow.
SMILES	CHOP UPR activ	tim23-1 inh	Mdm2-MdmX inh	UPR XBP1 act	APJ antag	CCR6 antag	APJ ag	EBI2 block	CXCR6 inh
CC(=O)c1ccc(OC(=O)N2CCOCC2)cc1	-0.5	1	-2	-4	4	11	-2	-12	1
COc1cccc(-n2c(SC)nnc2-c2c[nH]c3ccccc23)c1	-0.8	3	11	-3	9	3	-6	4	-3
CCN(CC)C(=O)Cn1cc(S(=O)(=O)CC(=O)NCc2ccccc2)c2ccccc21	-0.3	0	6	-4	15	8	2	-12	7
O=C(Nc1ccccc1)c1cccc2c(Br)cccc12	2.4	17	-17	0	15	2	-2	-1	-1
CC(C)=CCC/C(C)=C/CNC(=O)C[C@H]1C[C@H](C(=O)N2CCCCC2)[C@@]2(C)c3[nH]c4cc(-c5ccco5)ccc4c3CCN2C1=O	7.4	35	36	6	nt	16	nt	14	0

Of the compounds above, these have two or more sulfur atoms.
SMILES	CHOP UPR activ	tim23-1 inh	Mdm2-MdmX inh	UPR XBP1 act	APJ antag	CCR6 antag	APJ ag	EBI2 block	CXCR6 inh
c1ccc(CSC2=NNC(c3ccccn3)S2)cc1 (stereo unspecified)	240*	24	41	10	35	25	-6	24	7
CN(C)C(=S)Oc1ccccc1-c1ccccc1OC(=S)N(C)C	-2.5	23	7	-2	-15	18	8	5	-3
Cc1ccc(S(=O)(=O)N(C)c2cc(S(=O)(=O)N3CCOCC3)c(C)cc2C)cc1	2.1	18	-6	1	1	5	0	-10	5
CC/C(=C/c1sc2ccc(C)cc2[n+]1CCO)SC	-0.7	3	-24	0	4	4	-4	1	2
COCCNC(=S)NC1CC2CCCC(C1)N2Cc1cccs1 (stereo unspecified)	1.4	15	1	-4	-14	5	0	-5	-10
Nc1nnc(SCc2ccc(F)cc2Cl)s1	1.4	-6	-25	0	-16	2	-4	-7	1
O=C(CCCN1C(=O)/C(=C\c2cccs2)SC1=S)Nc1ccc(C(=O)O)cc1	1.8	9	6	-4	18	17	-3	-1	12

From PubChem
